Bioassay records (PubChem)
Keap1 Nrf2 FP: inhibitors of human Keap1-Nrf2 protein-protein interaction | Q14145 | Keap1 Kelch-Nrf2 peptide fluorescence polarization, 1536-well | inhibition, % at 9.4 µM | hit rate 0.15% among 340,000 | AID 504523; in the data active means inhibition above about 12%;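 further: human Keap1 Kelch domain with fluorescein labeled Nrf2 9mer peptide probe; 0% = neutral control wells and 100% = peptide positive control; higher means more block of Keap1 binding to Nrf2 peptide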
DAGLB inh: diacylglycerol lipase beta (human) inhibition; inhibition, % at 5.17 µM; HEK293T DAGLB membrane lysate, EnzChek fluorogenic substrate; Q8NCG7; hit rate 0.059% among 340,000; in the data active means inhibition above about 34%;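 further: 0% = enzyme with vehicle and 100% = wells lacking enzyme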
Target sequence (Q8NCG7 whole entry, looked up): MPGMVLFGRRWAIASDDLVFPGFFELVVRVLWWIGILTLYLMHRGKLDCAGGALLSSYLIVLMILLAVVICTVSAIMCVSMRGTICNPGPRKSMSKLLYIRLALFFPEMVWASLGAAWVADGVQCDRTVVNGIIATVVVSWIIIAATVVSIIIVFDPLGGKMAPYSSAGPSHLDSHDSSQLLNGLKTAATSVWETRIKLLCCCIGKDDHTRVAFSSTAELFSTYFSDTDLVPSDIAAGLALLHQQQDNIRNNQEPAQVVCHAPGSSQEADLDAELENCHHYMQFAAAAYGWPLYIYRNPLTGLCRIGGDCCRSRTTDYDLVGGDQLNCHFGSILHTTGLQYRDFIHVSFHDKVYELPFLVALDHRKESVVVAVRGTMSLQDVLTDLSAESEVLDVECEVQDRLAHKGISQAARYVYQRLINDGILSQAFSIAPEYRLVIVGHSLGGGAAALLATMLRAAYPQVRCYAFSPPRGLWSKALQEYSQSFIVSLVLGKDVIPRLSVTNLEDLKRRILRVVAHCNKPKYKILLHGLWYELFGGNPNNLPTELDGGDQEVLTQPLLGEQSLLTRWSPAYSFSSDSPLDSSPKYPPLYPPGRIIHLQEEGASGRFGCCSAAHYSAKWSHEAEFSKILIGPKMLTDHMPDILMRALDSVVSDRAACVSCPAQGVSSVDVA
CAL PDZ FP-1: CAL PDZ (human) peptide binding inhibition; Q9HD26; inhibition, % at 24.9 µM; purified CAL PDZ, TMR-peptide fluorescence polarization, 1 h; AID 602252; hit rate 0.92% among 300,000;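 active means mean inhibition of at least 30% with at least half of replicates also reaching 30%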;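 further: 0% = DMSO neutral control and 100% = excess unlabeled competitor peptide PRC23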
V-ATPase pH: regulators of yeast V-ATPase proton transport; S. cerevisiae, pHLuorin cytosolic pH fluorescence; response, % at 10 µM; hit rate 0.37% among 350,000; AID 504577; in the data active means response mostly above about 7.3%, no sharp cut-off; inactive means mostly below about 5.4%; further: actives read high; inactives centre near 0; some compounds called inactive have numbers as strong as hits
DSG3 Ab inh: blocks pemphigus antibody binding to human desmoglein-3; P32926; DSG3-coupled beads, scFv-anti-DSG3-GFP binding, flow cytometry; hits give low values; binding (percent of control), % at 10 µM; hit rate 0.48% among 310,000; AID 588358;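 active means binding more than 3 SD below its plate's average and above zero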;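 further: hits lower antibody fragment binding to DSG3; some compounds called inactive have numbers as strong as hits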
RTF Ca sens inh: cardiac RTF calcium desensitization; IANBD-labeled cardiac RTF, Ca2+ fluorescence; inhibition, % at 7.15 µM; P19429+P45379; AID 493244; hit rate 0.12% among 340,000;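 active means inhibition above the mean inhibition of all tested compounds plus 3 SD, cut at about 17% in these data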;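 further: assay run at fixed EC70 calcium of 1.6 mM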
CAL PDZ FP-2: inhibitors of human CAL PDZ peptide binding | inhibition, % at 20 µM | hit rate 0.02% among 330,000 | AID 504414 | purified CAL PDZ, TMR-peptide fluorescence polarization, 1 h;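 active means highest replicate inhibition of at least 40%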;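 further: plate controls were DMSO neutral control wells for no effect and unlabeled competitor peptide control wells for full effect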
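Material: tagged CAL PDZ protein CerCALP, purified; buffer or medium: sodium phosphate/NaCl buffer pH 7.4 with TCEP, IgG, Thesit; also added: fluorescent TMR peptide probe; schedule: 1 h incubation at room temperature before polarization reading; technique: fluorescence polarization from S- and P-plane intensities, G-factor corrected; control set: unlabelled peptide and DMSO controls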
Arrestin-AP2 inh: inhibitors of human beta-arrestin and AP2 interaction; FITC-arrestin peptide / GST-AP2 beads, flow cytometry; AP2 beta2 appendage carries R879A mutation; inhibition, % at 10 µM; hit rate 0.31% among 340,000; AID 504490;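 active means inhibition above a set limit, near 3 SD of compounds lacking own fluorescence, cut at about 54% in these data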;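 further: plate controls were DMSO wells for no effect and 5 µM unlabelled arrestin peptide for full effect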
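Material – GST-tagged AP2 beta2-adaptin appendage (R879A) on 4 µm glutathione beads · Probe or stimulus – fluorescein-tagged arrestin peptide at 50 nM final · Timing – 12 min plus 1 h, RT · Detection – bead flow cytometry, FITC channel · Read-out basis – inhibition as reduced fluorescein signal on beads, percent · Medium – PBS plus Tween 20 (0.05%) and BSA (0.1%)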
NSD2 inh: NSD2 (human) methyltransferase inhibition; O96028; NSD2 peptide methylation, AlphaScreen, 120 min; inhibition, % at 12.5 µM; hit rate 0.54% among 310,000; AID 743445; in the data active means inhibition above about 50%
C-LANA FP: KSHV C-LANA DNA binding inhibition. MBP-C-LANA/FAM-LBS DNA binding, fluorescence polarization. inhibition, % at 9 µM. hit rate 0.078% among 340,000;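 active means highest replicate inhibition at or above 60% at 9 µM, even if other replicates fall short; inactive means all replicates below 60% inhibition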;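 further: 0% = neutral control wells and 100% = 4 µM acridine orange control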
* = called active by the depositor; . = not tested or not shown. The list is partial; rates above refer to the full screens.

compound,Keap1 Nrf2 FP,DAGLB inh,CAL PDZ FP-1,V-ATPase pH,DSG3 Ab inh,RTF Ca sens inh,CAL PDZ FP-2,Arrestin-AP2 inh,NSD2 inh,C-LANA FP
CCOc1ccc(S(=O)(=O)N2CCC(C(=O)NCc3cccnc3)CC2)cc1Cl,-6,2,-7,0,.,-2,0.5,0,-2,-1.1
Cc1ccc(O)c(NC(=O)CSc2n[nH]c(-c3ccccc3)n2)c1,3,1,1,-2,104,-6,-0.9,-8,3,1.1
CC(C)CCNC(=O)C(c1ccncc1)N(Cc1cccs1)C(=O)Cn1nnc(-c2ccc(F)cc2)n1 (stereo not given),-4,4,5,0,101,-3,-0.5,9,5,-0.3
O=[N+]([O-])c1ccc(Nc2ccccc2)c2nonc12,-13,27,23,0,104,2,-0.8,10,24,-2.2
CCNc1cc(Nc2c(C)n(C)n(-c3ccccc3)c2=O)c([N+](=O)[O-])c2nonc12,-5,0,.,1,100,-10,0.2,11,0,-1.4
Fc1ccc(Sc2cc(Cl)c(-c3ccccc3)nn2)cc1,-2,-6,-6,-1,104,-8,-0.6,-4,-2,0.6
CCCCOc1ccc(C(=O)NNC(=S)NC(=O)CC)cc1,-4,2,-4,0,100,-3,-0.2,-8,1,1.0
Cc1nc(N)nc(N(C)c2ccccc2)c1Br,0,-1,-5,2,92,-12,-0.4,-14,1,-0.8
O=C(c1ccoc1)N1CCCC(CO)(CCCc2ccccc2)C1 (stereo not given),-4,1,1,2,108,-1,-3.2,-6,0,0.0
Oc1cc(-c2ccccc2)c2ccccc2c1,-1,-6,0,3,86,-6,-2.1,-1,9,-1.6
Cc1ccccc1OCC(=O)NCCNC(=O)c1ccncc1,-1,0,.,-2,118,-4,-1.2,-5,-5,1.4
O=C(COC(=O)c1cccc(Br)c1)NCC1CCCO1 (stereo not given),-7,2,-4,-3,93,-12,-0.1,-4,-1,0.6
O=C(Nc1ccc([N+](=O)[O-])cn1)c1cc(-c2cccc(Cl)c2)nc2ccccc12,0,-2,-1,0,91,5,-2.7,42,-3,1.1
CCS(=O)(=O)c1ccc2oc(SCC(=O)N3CCCCC3)nc2c1,-6,0,4,-1,.,-12,0.8,0,-1,-2.7
COc1cc(C2NC(=O)NC(C)=C2C(=O)OCc2ccc(C)cc2)cc(OC)c1O (stereo not given),3,7,0,9.5*,105,-15,-1.8,19,9,1.6
CS(=O)(=O)N1CCCC(C(=O)Nc2ccccc2)C1 (stereo not given),-1,2,4,12*,111,-1,0.2,11,.,-2.1
CCCN=C1N(C)C[C@@H]2[C@@H]3C(=O)N(C)C(=O)[C@@H]3[C@](CC)(C(=O)OC)N12,1,-1,-6,-1,105,-3,0.2,-3,.,1.4
O=C(CSCc1ccccc1Cl)NN=C1CCCCCC1,-5,-1,0,18,92,-4,-1.4,7,3,-2.5
Cc1c(C)c2ccc(OCC(=O)Nc3cccnc3)cc2oc1=O,1,1,2,-1,105,-2,-3.0,1,-5,2.2
O=C(CSc1nc(-c2ccco2)cc(C(F)(F)F)n1)NN1CCOCC1,1,-1,.,-2,82,-11,-1.3,51,-2,-1.3
Cc1nnc(N2CCCCC2)c2ccccc12,-2,1,0,-4,106,-7,-1.8,8,-1,0.3
Brc1ccc(-c2noc(-c3ccccn3)n2)o1,-3,-3,-9,-4,94,-6,0.3,1,0,0.6
CS(=O)(=O)c1sc2nc(-c3cccs3)cc(-c3ccccc3)c2c1N,-5,0,-3,-3,94,-9,-4.6,9,.,0.4
N=C(N)c1ccc(N=Nc2c(O)ccc3c2[nH]c2ccccc23)cc1,3,19,-3,0,69*,26*,8.5,41,22,-7.0
CCn1cc(/C=C(\NC(=O)c2ccccc2)C(=O)N2CCOCC2)c2ccccc21,-5,1,3,2,95,-2,-1.1,55*,-1,0.0
COc1ccccc1/C=C/C(=O)OCC(=O)N1CCCCC1,1,1,-5,-2,119,-4,-0.5,-5,-1,-1.8
S=c1[nH]nc2sc3ccccc3n12,-1,0,-1,0,106,-4,-0.1,-1,.,0.8
COc1ccc(NC(=O)N2CCN(c3ccc([N+](=O)[O-])cc3)CC2)cc1OC,-1,2,.,2,101,-14,-1.0,29,3,-2.4
CC1=CC(C2CC(=O)N(c3ccc(C)cc3)C2=O)CC2C(=O)N(c3ccc(C)cc3)C(=O)C12 (stereo not given),7,0,0,-1,104,11,-2.2,14,34,-1.2
CCOc1ccccc1N(C(=O)c1snc(C(N)=O)c1N)C(CC)C(=O)NC1CCCC1 (stereo not given),-1,-1,-1,-1,97,-10,-0.2,10,-1,0.0
O=c1ncn(C2CCCCC2)c(=O)[nH]1,2,0,0,-3,127,-1,-1.4,3,-3,-2.2
S=c1[nH]nc(-c2cccnc2)n1Cc1ccccc1,-3,2,-3,-3,83,-8,0.2,-3,-2,0.0
COc1cc(/C=C2\SC(=O)NC2=O)ccc1Oc1ccc([N+](=O)[O-])cc1[N+](=O)[O-],-2,7,-5,-2,109,2,-0.4,0,.,1.7
CC(=O)Nc1ccccc1-c1nc2ccc(C(=O)N3CCN(c4cc(C)ccc4C)CC3)cc2[nH]c1=O,0,0,.,-1,98,-1,-2.0,0,.,-1.5
CCc1noc(C)c1C(=O)Nc1nc2ccc(S(C)(=O)=O)cc2s1,0,1,-3,10,100,-8,-3.1,5,-16,0.2
CC(C)CNC(=O)C(=O)Nc1ccc2c(c1)N(S(=O)(=O)c1cccs1)CCC2,-3,-3,.,11,99,1,-0.6,14,-6,-0.7
CC(=O)Nc1ccc(N/C=C/C(=O)c2ccc(C)cc2)cc1,-4,-1,-3,3,97,-5,-0.1,4,0,-1.2
CC1(C)NC(=O)N(CCCC(=O)Nc2ccc(C(F)(F)F)cc2)C1=O,0,2,-4,3,110,-16,-1.1,-6,-7,-3.7
O=C(CSc1ncn[nH]1)Nc1ccccc1C(=O)O,4,1,-2,-2,109,-3,0.0,-7,3,0.9
CCOc1ccc(N(Cc2cc3ccc(C)cc3[nH]c2=O)C(=O)COC)cc1,-6,1,-8,-3,105,-10,-0.3,2,3,0.6
Cc1noc(N)c1C(=O)Nc1ccc(F)c(Cl)c1,0,0,-1,1,104,-2,-2.4,5,0,0.8
O=C(CN(C(=O)CCC(=O)Nc1nccs1)c1ccccc1F)NCc1ccccc1,-1,2,.,2,.,-14,-0.7,-8,-1,-1.3
O=C(CNC(=O)c1cccs1)NCC(=O)OCc1ccccc1Cl,-1,4,-9,-2,102,1,-2.1,4,.,0.4
O=C(Cn1ccc([N+](=O)[O-])n1)c1ccccc1,-2,2,-2,-3,98,-13,-0.7,5,0,1.6
O=C(Cc1cccs1)N1CCN(c2cccc(Cl)c2)CC1,-9,-7,4,4,99,-9,-2.1,-7,2,-0.5
O=c1cc(CSc2ccccc2)[nH]c2ccccc12,0,-3,-2,-2,88,3,-2.4,3,-2,4.3
Cc1ccc(NC(=S)NC(C)(C)C)c([N+](=O)[O-])c1,-5,-1,-2,0,.,2,0.4,6,4,-0.5
COc1cc2sc(-c3ccc(S(C)(=O)=O)cc3)c(-c3ccc4c(c3)OCO4)c2cc1OC,-1,-4,-3,3,101,-2,-0.8,20,.,-4.3
CC1(C)C/C(=C(/C#N)C(N)=O)CCO1,1,2,1,-4,106,-2,0.7,1,0,2.1
CCOC(=O)N1CCN(C(=O)c2cn(C)c3ccc(S(=O)(=O)N4CCOCC4)cc3c2=O)CC1,-2,-4,-3,-3,102,-6,-3.4,-16,-3,0.5
COc1cc(OC)c(OC)cc1C#N,2,-2,0,1,94,4,0.5,2,.,2.9
Cc1ccc2c(CSc3nnc(N)s3)cc(=O)oc2c1,0,-5,-8,-2,101,2,-1.4,4,0,-1.1
CS(=O)(=O)N1CCc2cc(C(=O)NC3CC3)ccc21,-2,2,-4,-2,98,-7,0.7,4,1,-0.4
Cc1n[nH]c2c([N+](=O)[O-])c(=O)[nH]c(=O)n12,-1,0,-3,-3,.,-7,0.3,30,-1,-2.6
CN(NC(=O)NN(C)C(=O)c1ccccc1)C(=O)c1ccccc1,-5,1,-2,4,100,0,-0.6,10,-4,2.8
Cc1c(C=NCCOCc2ccccc2)cnn1C,-1,-3,-6,1,86,-4,0.0,0,2,-0.3
COc1ccc(N2C(=O)CCC(C(=O)O)C2c2ccc(OC)c(OC)c2)cc1 (stereo not given),1,-1,1,-6,.,0,0.0,9,-1,0.3
COc1cc(C=O)ccc1OCCCOc1ccc([N+](=O)[O-])cc1,3,-8,-2,1,101,0,-2.6,9,0,3.0
CCc1n[nH]c2c1/C(=N/O)CCC2,0,0,-1,-5,109,0,-1.6,0,-3,-0.8
Cc1cc(C)c(S(=O)(=O)NCC2CCC(C(=O)NCc3ccccn3)CC2)c(C)c1 (stereo not given),0,-1,-6,1,.,-1,.,-65,-5,-1.1

Going on with the list.
compound,Keap1 Nrf2 FP,DAGLB inh,CAL PDZ FP-1,V-ATPase pH,DSG3 Ab inh,RTF Ca sens inh,CAL PDZ FP-2,Arrestin-AP2 inh,NSD2 inh,C-LANA FP
CCOC(=O)C1(CCCc2ccccc2)CCN(S(C)(=O)=O)CC1,0,-3,1,-3,103,-4,.,5,-5,0.2
O=C(CCCc1ccccc1)NCCCN1CCOCC1,5,5,0,2,96,-7,-0.6,7,1,1.7
Cc1c(Br)cc(C(=O)N2CCCC2)c(C)c1C,1,-3,-4,1,102,8,-0.6,5,-3,1.0
O=C(Nc1ccc2c(c1)OCO2)Nc1ccc2c(c1)OCO2,1,0,3,-5,97,7,0.5,18,0,1.7
CCc1nnc(NCn2nc(C)cc2C)s1,-1,1,-1,-1,107,-11,-0.3,-6,2,-1.0
Cc1c(NC(=O)COc2ncnc3ccccc23)c(=O)n(-c2ccccc2)n1C,-4,2,.,2,109,-6,0.0,2,-2,-0.3
COc1ccc(-n2nnnc2CNC(=O)c2ccc3ccccc3c2)cc1,-2,-5,-1,-1,102,0,-1.2,31,-1,1.2
CCOC(=O)c1ccc(S(=O)(=O)N2CCN(C(=O)c3cc4ccccc4o3)CC2)cc1,-1,-4,-9,-1,95,-16,-2.0,8,1,1.7

2 consecutive entries already listed:
compound,Keap1 Nrf2 FP,DAGLB inh,CAL PDZ FP-1,V-ATPase pH,DSG3 Ab inh,RTF Ca sens inh,CAL PDZ FP-2,Arrestin-AP2 inh,NSD2 inh,C-LANA FP
O=C(CCCc1ccccc1)NCCCN1CCOCC1,5,5,0,2,96,-7,-0.6,7,1,1.7
Cc1c(Br)cc(C(=O)N2CCCC2)c(C)c1C,1,-3,-4,1,102,8,-0.6,5,-3,1.0
